LDHA block = inhibitors of human lactate dehydrogenase A. P00338. purified LDHA, NADH/diaphorase-resazurin fluorescence; active compounds read low. activity change, % (values are at about 110 or 230 µM). 480,000 tested, 0.15% active; in the data active = activity change below about -30%; inconclusive = mostly about -25% to -30%;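 also: plate controls were DMSO wells for no effect and wells without enzyme for full effect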
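Human LDH5 at 2 nM final in Tris HCl pH 7.4 with 0.06 mM NADH and 0.2 mM pyruvate, reacted 5 minutes at room temperature. Remaining NADH coupled via diaphorase/resazurin; resorufin fluorescence read at 0 and 20 minutes, normalized to enzyme-free and DMSO wells.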
Glioma ERSR ind = ER stress response induction in glioma; U87-MG GRP78 promoter luciferase reporter, 16 h; Potency, µM, inactives show top-dose activation, most hits filed as activators; 420,000 tested, 0.02% active; also: potency is read from the fitted curve at half-maximal effect; series mostly up to about 76 µM; % of control where 0% means no effect; nearly all actives have a fitted effect of over 35% in size
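Stably transfected U87-MG human glioma cells carrying a GRP78-based luminescent sensor were seeded at 1000 cells/well, pin-dosed with compounds and incubated 16 h. Luciferase reagent was then added, and end-point luminescence was read after 10 min at room temperature.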
Pol eta inh = DNA polymerase eta (human) inhibition; recombinant Pol eta, fluorescent DNA replication assay; AID 588591; 390,000 tested, 1.2% active; Potency, µM (titrated, usually from 114 µM), for the others: at the highest dose activity change, negative = inhibition, usual class: inhibitors; Q9Y253; also: potency is read from the fitted curve at half-maximal effect; % is scaled to controls: 0 for no effect and ±100 for the full control effect
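Pol eta (10 nM) was preincubated with compounds for 15 min at room temperature, after which fluorescent replication substrate (50 nM final) was added to start the reaction. Fluorescence was read kinetically at 0 and 10 min.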
BLM helicase inh = blocks DNA unwinding by human BLM helicase. recombinant BLM DNA unwinding, fluorescence dequenching. Potency, µM (titrated, usually from 56.1 µM), for inactives: top-dose activity change, negative = inhibition, most hits filed as inhibitors. AID 2528. 350,000 tested, 0.2% active;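 also: potency is read from the fitted curve at half-maximal effect; plate controls were vehicle for no effect and no enzyme for full effect; nearly all actives have a fitted effect of over 35% in size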
POLB inh = inhibitors of human DNA polymerase beta; P06746; Pol beta primer extension/strand displacement, fluorescence kinetic; Potency, µM (doses to about 114 µM), without a hit: at the top dose activity change, negative = inhibition, hits mostly inhibitors; 340,000 tested, 1.3% active; also: potency is read from the fitted curve at half-maximal effect; % is scaled to controls: 0 for no effect and ±100 for the full control effect
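Values derive from four-parameter Hill fits of normalized kinetic data: reads at 0 and 10 min following addition of 50 nM substrate to 10 nM Pol beta preincubated 15 min with compound.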
Pol iota inh = blocks human DNA polymerase iota activity; Q9UNA4; Pol iota fluorescent replication assay, 10 min; Potency, µM (titrated, usually from 115 µM), for inactives: top-dose activity, negative = inhibition, hits mostly inhibitors; 390,000 tested, 1% active; AID 588590; also: potency is read from the fitted curve at half-maximal effect
Target sequence (Q9UNA4 whole entry, looked up): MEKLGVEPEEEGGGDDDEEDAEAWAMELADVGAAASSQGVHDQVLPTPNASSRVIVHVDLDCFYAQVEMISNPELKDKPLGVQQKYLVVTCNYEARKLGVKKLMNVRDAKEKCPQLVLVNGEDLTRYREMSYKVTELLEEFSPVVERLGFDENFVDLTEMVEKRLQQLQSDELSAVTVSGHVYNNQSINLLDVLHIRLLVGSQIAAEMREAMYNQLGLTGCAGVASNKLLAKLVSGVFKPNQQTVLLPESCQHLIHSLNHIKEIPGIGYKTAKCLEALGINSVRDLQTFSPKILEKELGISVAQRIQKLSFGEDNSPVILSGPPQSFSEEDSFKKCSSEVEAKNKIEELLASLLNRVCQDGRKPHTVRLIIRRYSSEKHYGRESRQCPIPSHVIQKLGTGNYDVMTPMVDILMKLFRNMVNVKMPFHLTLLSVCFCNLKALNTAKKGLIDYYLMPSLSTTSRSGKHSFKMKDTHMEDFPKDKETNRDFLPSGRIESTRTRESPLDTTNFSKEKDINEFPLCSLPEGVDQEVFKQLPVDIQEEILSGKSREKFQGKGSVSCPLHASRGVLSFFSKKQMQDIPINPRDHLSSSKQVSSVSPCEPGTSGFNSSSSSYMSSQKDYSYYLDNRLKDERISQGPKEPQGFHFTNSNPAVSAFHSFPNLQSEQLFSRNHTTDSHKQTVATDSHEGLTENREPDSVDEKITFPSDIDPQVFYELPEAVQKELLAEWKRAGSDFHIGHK
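Fluorescent replication assay read twice, at 0 min and 10 min after adding 50 nM (final) substrate. Enzyme (10 nM) and compounds were first incubated 15 min at room temperature; enzyme-free buffer wells were negative controls.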
APE1 inh = inhibitors of human APE1 endonuclease. P27695. recombinant APE1, TAMRA/BHQ-2 abasic DNA cleavage fluorescence. Potency, µM (highest dose often 65.8 µM), inactives show at the highest dose activity change, negative = inhibition, most hits filed as inhibitors. 350,000 tested, 0.35% active;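 also: potency is read from the fitted curve at half-maximal effect; plate controls were vehicle for no effect and reference inhibitor for full effect; nearly all actives have a fitted effect of over 55% in size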
Target sequence (P27695 whole entry, looked up): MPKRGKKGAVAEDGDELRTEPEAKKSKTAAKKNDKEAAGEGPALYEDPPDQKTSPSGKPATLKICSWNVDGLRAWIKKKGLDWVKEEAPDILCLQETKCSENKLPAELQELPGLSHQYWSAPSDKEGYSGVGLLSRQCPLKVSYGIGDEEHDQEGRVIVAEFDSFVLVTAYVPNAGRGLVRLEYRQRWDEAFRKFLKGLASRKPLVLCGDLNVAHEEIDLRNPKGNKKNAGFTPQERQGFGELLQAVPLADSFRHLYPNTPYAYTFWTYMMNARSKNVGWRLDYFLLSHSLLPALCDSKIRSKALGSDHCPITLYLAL
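Substrate: short duplex with […] THF abasic site, 5'-TAMRA and 3'-BHQ-2, 50 nM final. APE1 at 0.75 nM, preincubated 15 min RT with compound. Fluorescence increase from first to third read measured activity.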
Pol kappa inh = DNA polymerase kappa (human) inhibition; purified Pol kappa, fluorescent DNA synthesis assay, 10 min; Potency, µM (series often up to 107 µM), for inactives: at the top dose activity, negative = inhibition, hits mostly inhibitors; 400,000 tested, 0.53% active; AID 588579; also: potency is read from the fitted curve at half-maximal effect; % is scaled to controls: 0 for no effect and ±100 for the full control effect
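Inhibition of 10 nM Pol kappa is measured by a fluorescent read-out at 0 and 10 min following addition of 50 nM substrate (final), with a 15-min room-temperature compound preincubation.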
Anesthetic bind = candidate novel general anesthetic via apoferritin binding. P02791. apoferritin/1-aminoanthracene competitive binding, fluorescence. Potency, µM (top dose mostly 77.5 µM), without a hit: at the highest dose activity change, negative = displacement, hits mostly inhibitors. 350,000 tested, 0.074% active; also: potency is read from the fitted curve at half-maximal effect; % is scaled to controls: 0 for no effect and ±100 for the full control effect; nearly all actives have a fitted effect of over 20% in size
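Concentration-response curves derived by four-parameter Hill fitting of normalized fluorescence, where compounds displaced 1-AMA from 10 uM horse apoferritin following a brief 10 min room-temperature incubation; propofol titration acted as positive control.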
An asterisk follows results filed as active; ? = inconclusive; . = no result given; & = joins results of further samples; [ ] = dose if it differs, or a comment. Unless noted, calls follow the shape of the dose curve; as a rule, active = well fitted curve in the direction sought with a large enough effect; inconclusive = small, poorly fitted or top-dose-only effect, or another doubt; inactive = no such curve, though single readings can be large; an effect the other way counts as inactive or inconclusive. These rows are one share of the data; rates above refer to the full screens.

A first look, 13 compounds:
SMILES	LDHA block	Glioma ERSR ind	Pol eta inh	BLM helicase inh	POLB inh	Pol iota inh	APE1 inh	Pol kappa inh	Anesthetic bind
CCCCn1c(N)c(N(CC(C)C)C(=O)CCCn2c(=O)oc3ccccc32)c(=O)[nH]c1=O	-10	-3%	0%	.	.	16%	-13%	-4%	.
O=C(Nc1c2c(nn1-c1cccc(Cl)c1)CS(=O)(=O)C2)c1ccco1	-10	-3%	3%	-7%	0%	20%	-7%	-20%	-4%
CC(C)(C)NC(=O)COC(=O)c1ccccc1NC(=O)c1ccco1	-5	-4%	12%	-2%	2%	116%[activator]	0%	-12%	-7%
CC(C)(C)OC(=O)N1CCC(c2c(C(=O)N3CCN(c4ccc(Cl)cc4)CC3)cnn2-c2ccc(F)cc2F)CC1	3	-4%	-3%	-2%	-1%	-7%	.	-7%	?
Cc1oc2cc(O)ccc2c(=O)c1Oc1ccccc1	4&4	-5%	-19%	2%	6%	-11%	-2%	-3%	149%[activator]
COC(=O)c1cccc(COC(=O)c2ccc(CS(=O)(=O)c3ccc(C)cc3)cc2)c1	0	-2%	7%	-3%	7%	-11%	-2%	-15%	-12%
CC1(C)CC(=O)C2=C(C1)N(c1ccccc1)C(=O)C2(O)C(F)(F)F (stereo unspecified)	-9	-4%	-2%	1%	32%	31%[activator]	5%	-4%	-7%
CC12CN3CC(C)(CN(C1)C31C(=O)N(Cc3ccccc3)c3ccccc31)C2=O (stereo unspecified)	.	.	.	0%	13%	.	-4%	.	-8%
O=C(NCC(c1cccnc1)N1CCN(c2ccccc2)CC1)c1ccco1 (stereo unspecified)	-5	-7%	-5%	.	.	27%	.	-5%	.
CCOC(=O)N1CCN(C(=O)COC(=O)C2CCN(S(=O)(=O)c3ccc(C)c(C)c3)CC2)CC1	-2	-3%	-3%	.	.	21%	16%	-5%	.
Cc1nc2c(C(=O)NCc3ccccc3Cl)cnn2c(C)c1Cc1ccccc1	2	0%	-17%	-6%	-1%	29%	.	-1%[60.1 µM]	?
C/C(=N\NC(N)=S)c1ccc(-n2ccnc2)cc1	-3	-5%	-7%	-2%	5%	56%[activator]	5%	16%	-5%
O=C(Cn1cnc2c(OCc3ccccc3)ncnc21)NCc1nc2ccccc2[nH]1	-1	-1%	5%	.	.	-41%	2%	3%	.

This part in full, repeating the preview:
SMILES	LDHA block	Glioma ERSR ind	Pol eta inh	BLM helicase inh	POLB inh	Pol iota inh	APE1 inh	Pol kappa inh	Anesthetic bind
CCCCn1c(N)c(N(CC(C)C)C(=O)CCCn2c(=O)oc3ccccc32)c(=O)[nH]c1=O	-10	-3%	0%	.	.	16%	-13%	-4%	.
O=C(Nc1c2c(nn1-c1cccc(Cl)c1)CS(=O)(=O)C2)c1ccco1	-10	-3%	3%	-7%	0%	20%	-7%	-20%	-4%
CC(C)(C)NC(=O)COC(=O)c1ccccc1NC(=O)c1ccco1	-5	-4%	12%	-2%	2%	116%[activator]	0%	-12%	-7%
CC(C)(C)OC(=O)N1CCC(c2c(C(=O)N3CCN(c4ccc(Cl)cc4)CC3)cnn2-c2ccc(F)cc2F)CC1	3	-4%	-3%	-2%	-1%	-7%	.	-7%	?
Cc1oc2cc(O)ccc2c(=O)c1Oc1ccccc1	4&4	-5%	-19%	2%	6%	-11%	-2%	-3%	149%[activator]
COC(=O)c1cccc(COC(=O)c2ccc(CS(=O)(=O)c3ccc(C)cc3)cc2)c1	0	-2%	7%	-3%	7%	-11%	-2%	-15%	-12%
CC1(C)CC(=O)C2=C(C1)N(c1ccccc1)C(=O)C2(O)C(F)(F)F (stereo unspecified)	-9	-4%	-2%	1%	32%	31%[activator]	5%	-4%	-7%
CC12CN3CC(C)(CN(C1)C31C(=O)N(Cc3ccccc3)c3ccccc31)C2=O (stereo unspecified)	.	.	.	0%	13%	.	-4%	.	-8%
O=C(NCC(c1cccnc1)N1CCN(c2ccccc2)CC1)c1ccco1 (stereo unspecified)	-5	-7%	-5%	.	.	27%	.	-5%	.
CCOC(=O)N1CCN(C(=O)COC(=O)C2CCN(S(=O)(=O)c3ccc(C)c(C)c3)CC2)CC1	-2	-3%	-3%	.	.	21%	16%	-5%	.
Cc1nc2c(C(=O)NCc3ccccc3Cl)cnn2c(C)c1Cc1ccccc1	2	0%	-17%	-6%	-1%	29%	.	-1%[60.1 µM]	?
C/C(=N\NC(N)=S)c1ccc(-n2ccnc2)cc1	-3	-5%	-7%	-2%	5%	56%[activator]	5%	16%	-5%
O=C(Cn1cnc2c(OCc3ccccc3)ncnc21)NCc1nc2ccccc2[nH]1	-1	-1%	5%	.	.	-41%	2%	3%	.
COc1ccc(-c2cc(-c3ccccc3)nc(SCC(=O)Nc3ncc(C)s3)c2C#N)cc1	-6	-4%	-19%	-6%	3%	5%	-4%	-10%	-11%
O=C(Cc1ccccc1)NCC(=O)N/N=C/c1ccc(C(=O)O)cc1	3	-5%	-1%	0%	21%	-17%	-7%	13%	-8%
CC(C)(C)C(=O)CN1CCN(C2c3ccccc3-c3ccccc32)CC1	-4	-3%	-4%	4%	?	4%	6%	5%	-8%
COc1cc(/C=N/S(=O)(=O)CCc2ccccc2)cc(OC)c1O	22	-2%	-3%	3%	15%	10%	3%	-20%	-6%
COc1cccc(NS(=O)(=O)NC(=O)c2c(C)[nH]c3ccccc23)c1	0	1%	9%	1%	-30%	9%	1%	-6%	-16%
O=C1C=CC(=O)N1CCNc1ncc(C(F)(F)F)cc1Cl	-1	-15%	-12%	-11%	?	28%	-4%	-16%	?
COc1cccc(CN2CC(C(=O)NCCCc3ccncc3)CCC2=O)c1 (stereo unspecified)	-6	-4%	-8%	-5%	34%	16%	-5%	2%	-5%
CC1=NNC(=O)C1CC(=O)N/N=C/C(Br)=C/c1ccccc1 (stereo unspecified)	-6	-2%	-15%	-6%	?	-2%	-5%	-3%	6%
O=C(CC1Oc2ccccc2NC1=O)NCCCN1CCOCC1 (stereo unspecified)	-2	-4%	-3%	4%	0%	34%[activator]	21%	2%	4%
COc1ccc(CC(=O)NC(C)(C)C)cc1S(=O)(=O)N1CCOCC1	-2	-2%	-12%	-3%	15%	3%	1%	1%	-9%
O=C1CCc2cc(S(=O)(=O)NCc3ccc(F)cc3)cc3c2N1CC3	0&-6	-1%&1%	-3%&1%	1%	?	5%&-15%	-6%	1%	9%
CC(=O)c1ccc(Nc2nc3c(S(=O)(=O)c4ccccc4)nnn3c3ccc(Cl)cc23)cc1	-2	-4%	-13%	-6%	-1%	-1%	.	0%	-5%
Other records:
SMILES	LDHA block	Glioma ERSR ind	Pol eta inh	BLM helicase inh	POLB inh	Pol iota inh	APE1 inh	Pol kappa inh	Anesthetic bind
CCn1c(SCC(=O)NC(=O)NCc2ccco2)nnc1-c1cccs1	-3	-3%	?	-16%	50µM*	?	?	-38%	-14%
CCN(C(=O)CSc1nc2cc(C(=O)OC)ccc2c(=O)n1Cc1ccco1)c1cccc(C)c1	0	-2%	12%	0%	11%	7%	14%	-10%	-9%
COc1ccc(CCNC(=O)CCS(=O)(=O)Cc2ccccc2C)cc1OC	-2	-5%	-17%	-1%	12%	-11%	47%[activator]	4%[60.1 µM]	-2%
CC1CCc2c(sc3ncn4c(SCC(=O)NCc5ccco5)nnc4c23)C1 (stereo unspecified)	-2	-2%	0%	-3%	33%	-24%	9%	-11%[60.1 µM]	-10%
Cc1ccc2c(/C=C/c3ccc(N(C)C)cc3)ccnc2c1	4	3%	.	.	.	12%	.	-16%	.
COc1cc2c(cc1NC(=O)C(C)OC(=O)C1CC(=O)N(Cc3ccco3)C1)oc1ccccc12 (stereo unspecified)	-7	2%	-5%	-6%	-1%	-3%	-3%	-8%	66%[activator]
COc1ccc(C2=NN(C(=O)COc3ncnc4ccccc34)C(c3ccco3)C2)cc1 (stereo unspecified)	-2	-1%	-4%	-6%	27%	7%	-8%	-11%	-13%
CN(CCOc1ccccc1)C(=O)c1ccc2c(=O)n3c(nc2c1)CCC3	-2	2%	-24%	.	.	14%	30%	-6%	.
NNCCc1ccccc1	-11	?	-2%[57.1 µM]	-2%	-1%[57.1 µM]	-12%[58.9 µM]	-5%	6%[60.1 µM]	-16%
N#C/C(=C\c1c(N2CCC(C(N)=O)CC2)nc2ccccn2c1=O)S(=O)(=O)c1ccccc1	-5	-2%	-11%	2%	7%	23%	?	4%	?
Fc1ccc(C2NC(=S)NC3=C2N2CCC3CC2)cc1 (stereo unspecified)	-5	-2%	-12%	0%	-18%	25%	2%	-3%[60.1 µM]	-6%
CCSc1ncc(/C=N/Nc2ccc(Cl)cc2)n1C	-1	3%	-19%	4%	13%	2%	1%	-6%	-9%
CC(C)(C)OC(=O)NC1CONC1=O (stereo unspecified)	-5	-3%	7%	1%	-26%	8%	1%	-7%	-8%
CN(CC(=O)Nc1cccc(F)c1)C(=O)c1ccccc1-n1cnnn1	-8	-4%	-5%	.	.	?	-4%	-15%	.
CCOC(=O)c1ccccc1NC(=O)CSc1nnc(Cc2cccn2C)n1-c1ccc(F)cc1	-1	-2%	-12%	-4%	23%	-13%[58.9 µM]	-2%	-9%	-14%
Cc1cc(C)c(S(=O)(=O)N2CCOC2CNC(=O)C(=O)NCCc2ccc(S(N)(=O)=O)cc2)c(C)c1 (stereo unspecified)	-3	0%	9%	-2%	0%	?	59%[activator]	-7%	-23%
O=S(=O)(c1ccc(Br)cc1)N1CCCN(Cc2cccc(F)c2)CC1	1	-4%	-12%	-5%	15%	6%	3%	-6%	-6%
COc1ccc2c(c1OC)C(=O)N1C2SC[C@H]1C(=O)NC1CCCCC1 (stereo partly specified)	2	-3%	-2%	-1%	25%	-6%	6%	12%	-22%
CCOCCCNC(=O)COc1ccc(OC)cc1	-3	-3%	-18%	0%	10%	7%	-1%	-3%	-2%
